# UBC13 inh: human UBC13 polyubiquitination inhibition | inhibition, % at 20 µM | UBC13 polyubiquitin chain formation, TR-FRET | actives 0.47% (n = 330,000) | P61088; in the data active = inhibition above about 45%, passing the limit was not always enough
# Target sequence (P61088 whole entry, looked up): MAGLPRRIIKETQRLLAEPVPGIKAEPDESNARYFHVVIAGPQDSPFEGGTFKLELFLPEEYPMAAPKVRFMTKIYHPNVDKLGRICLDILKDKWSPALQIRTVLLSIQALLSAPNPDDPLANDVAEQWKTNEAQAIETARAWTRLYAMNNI
# Jurkat NFkB inh: inhibitors of the PMA/ionomycin-induced NF-kB reporter in Jurkat cells. PMA/ionomycin-induced NF-kB luciferase reporter, luminescence. AID 435003. inhibition, % at 4 µM. actives 0.53% (n = 330,000)
# Gli-Sufu block: antagonists of Gli-Sufu signaling. Sufu-KO-LIGHT fibroblasts, Gli luciferase reporter luminescence. inhibition, % at 5 µM. actives 0.74% (n = 340,000). AID 588413;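 active = inhibition above about 55%, limit read from the data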;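 also: 0% = DMSO-treated cells and 100% = wells with medium but no cells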
# SENP8 block: SENP8 protease inhibition; Q96LD8; purified SENP8, Z-RLRGG-aminoluciferin cleavage, luminescence; inhibition, % at 10 µM; actives 1.2% (n = 330,000); AID 2540
# Target sequence (Q96LD8 whole entry, looked up): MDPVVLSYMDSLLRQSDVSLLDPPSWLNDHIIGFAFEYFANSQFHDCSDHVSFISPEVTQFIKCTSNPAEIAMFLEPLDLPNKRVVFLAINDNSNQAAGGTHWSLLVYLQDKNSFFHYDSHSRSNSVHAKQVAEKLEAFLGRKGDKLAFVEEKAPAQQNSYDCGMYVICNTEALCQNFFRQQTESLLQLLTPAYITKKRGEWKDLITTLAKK
# CCR6 antagonist: blocks CCL20-driven beta-arrestin recruitment at human CCR6. CHO-K1 CCR6 PathHunter beta-arrestin, luminescence, CCL20-stimulated. actives 0.49% (n = 340,000). P51684. inhibition, % at 20 µM;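 active = compounds whose inhibition of the agonist-driven luminescence signal at 20 µM reaches about 50%, limit read from the data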;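 also: cells stimulated with CCL20 at 14 nM final; plate controls were DMSO with CCL20 for no effect and DMSO without agonist for full effect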
# Target sequence (P51684 whole entry, looked up): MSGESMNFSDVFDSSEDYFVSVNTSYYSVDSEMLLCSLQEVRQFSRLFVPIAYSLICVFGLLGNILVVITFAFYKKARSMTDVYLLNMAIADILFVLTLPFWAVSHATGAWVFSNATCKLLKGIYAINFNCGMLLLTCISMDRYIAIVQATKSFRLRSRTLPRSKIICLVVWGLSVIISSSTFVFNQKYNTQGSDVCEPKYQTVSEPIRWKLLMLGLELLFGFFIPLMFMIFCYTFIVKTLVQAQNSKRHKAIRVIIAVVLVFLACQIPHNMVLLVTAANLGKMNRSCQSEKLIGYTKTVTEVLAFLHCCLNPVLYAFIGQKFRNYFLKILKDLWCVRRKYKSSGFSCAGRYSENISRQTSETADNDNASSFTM
# 697 NFkB inh: lowers PMA/ionomycin-induced NF-kB signal in 697 B cells; inhibition, % at 4 µM; actives 0.33% (n = 330,000); 697 B-cell NF-kB luciferase reporter, 16 h; AID 435022; in the data active = inhibition above about 35%
# Apaf-1 inh: human Apaf-1 inhibition. inhibition, % at 20 µM. actives 0.71% (n = 330,000). O14727. AID 489030. reconstituted apoptosome caspase-3 activity, DEVD-Rh110 fluorescence; active = inhibition of at least 40% at 20 µM;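 also: plate controls were DMSO wells for no effect and DEVD-CHO caspase inhibitor wells for full effect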
#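 Material: reconstituted apoptosome with Apaf-1, cytochrome c, caspase-9, procaspase-3, dATP. Technique: Rh110 fluorescence intensity. Buffer or medium: pH 7.5 Hepes buffer with CHAPS, BSA, DTT. Times: 30 min plus 50 min, RT.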
# EBI2 block: blocks human EBI2 receptor beta-arrestin signaling | P32249 | EBI2 beta-arrestin recruitment, luminescence, 7a,25-OHC stimulated | inhibition, % at 5 µM | actives 0.81% (n = 360,000) | AID 651636; in the data active = inhibition above about 38%;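 also: enzyme fragment complementation signal reports receptor beta-arrestin coupling in cells; 0% = agonist plus DMSO wells and 100% = wells without agonist; some results beyond the cut were filed as inactive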
# The depositor's hits bear a star; . = not tested or not shown. Rule as the data show it, unless noted: active = inhibition above about 50%; inactive = the rest.
# Each structure is followed by: UBC13 inh	Jurkat NFkB inh	Gli-Sufu block	SENP8 block	CCR6 antagonist	697 NFkB inh	Apaf-1 inh	EBI2 block
CCOCCOc1cccc(C(=O)NC(C)c2ccc3ccccc3c2)c1 (stereo not drawn)
 : 7	3	.	-8	17	-7	3	12
C=CCNC(=O)C1(c2ccccc2)CC1(Cl)Cl (stereo not drawn)
 : 9	5	5	-1	-9	17	-2	-1
CC(=O)Nc1cccc(-c2nn[nH]n2)c1
 : 1	7	-14	1	0	-3	-3	-5
CN(CC(=O)Nc1ccccc1Br)C(=O)COc1ccc2ccccc2c1
 : 5	11	3	2	4	-11	4	19
Nn1c(SCC(=O)Nc2ccc(OC(F)F)cc2)nnc(Cc2ccccc2)c1=O
 : 2	8	1	9	-2	-7	2	3
CCOC(=O)N1CCN(Cc2nc3cc(NC(=O)c4ccco4)ccc3n2CC)CC1
 : 1	-7	-7	3	16	-6	0	-4
Cc1ccc([C@@H]2CC=C(C(=O)O)CN2S(=O)(=O)c2ccc(C)cc2)cc1
 : -7	12	-6	6	0	18	-1	2
CCOc1ccc(CCNC(=O)COC(=O)c2ccc[nH]c2=O)cc1OCC
 : -15	0	-3	-6	0	5	-4	-18
CCn1c(C)nc2cc(C(=O)N/N=C/c3cccc(OC)c3O)ccc21
 : -4	-10	18	-4	8	-9	18	10
COCCN(C(=O)C1CC1)c1nnc(-c2ccc(C)cc2)s1
 : -7	-18	-7	-7	-4	-45	22	13
Cc1ccc(O)c(N)c1
 : -14	7	-1	0	-11	5	1	-8
CC(=O)N1CCN(S(=O)(=O)c2cccc(C(=O)NC3CCCC3)c2)CC1
 : -8	-9	4	-6	10	9	5	6
COc1ccc(/C=C(/C#N)C(=O)Nc2ccccc2C)cc1C(=O)O
 : 11	-1	-4	-4	17	21	1	5
CCOC(=O)c1[nH]c2ccccc2c1NC(=O)CC(C)C
 : 4	-17	54	-10	9	-11	11	-4
CCN(c1ccccc1)S(=O)(=O)c1ccc(C(=O)NC2CCN(Cc3ccccc3)CC2)cc1
 : 27	74*	47	0	8	27	19	-12
CSc1ccccc1C(=O)OCC(=O)NCCN1C(=O)CSC1=O
 : 12	-1	0	6	-1	7	-7	-3
COc1ccc(N2CCN(c3nc(=S)n(-c4ccccc4)c(C)c3C(C)=O)CC2)cc1
 : 13	29	4	-3	6	12	2	-5
CCOCCCNC(=O)c1c[nH]c2ccc(C)cc2c1=O
 : 9	12	-4	-1	-15	17	-14	-15
CC(=O)Nc1ccc(NC(=O)Nc2ccc3c(c2)N(C)C(=O)CS3)cc1
 : 2	6	2	-4	0	7	-28	-11
COc1ccc2oc(=O)c(-c3cn4ccc(C)cc4n3)cc2c1
 : 14	-35	-56	-3	-6	-39	-10	-5

# Each structure is followed by: UBC13 inh	Jurkat NFkB inh	Gli-Sufu block	SENP8 block	CCR6 antagonist	697 NFkB inh	Apaf-1 inh	EBI2 block
Cc1cc(O)ccc1NC(=S)NC(=O)c1cncc(Br)c1
 : 1	-1	-12	-7	70*	0	-3	6
O=C(Cc1csc(NC(=O)Nc2cccc(Cl)c2)n1)NCc1ccccn1
 : 8	8	-18	-10	-3	5	1	2
O=C(CSc1ccc(Br)cc1)NCC(c1cccs1)N1CCOCC1 (stereo not drawn)
 : 0	11	9	10	8	-51	22	22
CCSc1nnc(NC(=O)CC(C)C)s1
 : -2	7	-9	-10	1	1	6	-9
O=C1CNC(=S)N1CCc1ccc(Cl)cc1
 : 6	13	0	8	16	19	-14	-3
Cc1nccc(-c2cc(-c3ccc(Cl)cc3Cl)no2)n1
 : 5	-87	-68	84*	5	-122	-9	-3
CC(C)(C)c1ccccc1NC(=O)COC(=O)CN1C(=O)NC2(CCCC2)C1=O
 : -5	14	-5	12	7	17	7	-17
O=C(NCCCN1CCOCC1)c1ccc(Sc2cccc(Cl)c2)c([N+](=O)[O-])c1
 : 26	-20	-2	-12	12	-33	1	3
COc1ccc2oc(C(=O)OCC(=O)N3CC(C)OC(C)C3)c(C)c2c1 (stereo not drawn)
 : 6	12	-28	2	-1	19	8	-16
O=C(CSc1nnc(-c2cccnc2)o1)Nc1nccs1
 : -15	-15	-1	-11	4	-55	7	-7
C=CCn1c(C)cc(-c2csc(NC(=O)CCc3nc4ccccc4c(=O)[nH]3)n2)c1C
 : -2	-5	9	2	11	16	8	7
COc1ccc(C(CNC(=O)c2ccc(S(=O)(=O)Nc3ccccc3C)cc2)N2CCOCC2)cc1 (stereo not drawn)
 : -1	13	17	-9	8	24	0	-3
CCOc1ccc(C(=O)N(CC)CC(=O)Nc2ccc3c(c2)OCCO3)cc1
 : 8	-42	-18	-1	-1	2	-9	4
Cc1c(Cl)cccc1NC(=O)CCCn1cnc([N+](=O)[O-])n1
 : -12	11	6	-1	4	14	3	2
COc1ccc(N(C(=O)c2snc(C(N)=O)c2N)C(C(=O)NC2CCCC2)c2ccco2)cc1OC (stereo not drawn)
 : 80*	7	28	-4	-3	3	10	8
COc1ccccc1CN1CC(C(=O)NCCn2nc(C)cc2C)CCC1=O (stereo not drawn)
 : -5	5	2	-6	-7	15	-5	-7
COC(=O)CN1C(=O)N/C(=C/c2cc(Cl)c(OC)c(OC)c2)C1=O
 : 2	9	-2	1	8	31	-4	-8
O=C(CCNC(=O)c1ccccc1Cl)NN=Cc1ccco1
 : -2	3	5	4	1	4	-9	-7
Cc1nn(Cc2ccccc2)c(C)c1NC(=O)CCC(=O)O
 : 9	11	-4	-2	-25	13	-6	1
CCC1Oc2ccccc2N(CC(=O)Nc2ccc3c(c2)OCCO3)C1=O (stereo not drawn)
 : 0	-20	21	3	5	-15	-7	-11

# Each structure is followed by: UBC13 inh	Jurkat NFkB inh	Gli-Sufu block	SENP8 block	CCR6 antagonist	697 NFkB inh	Apaf-1 inh	EBI2 block
CC(=O)c1cccc(S(=O)(=O)N2CCCC(c3nc4c(nnn4Cc4ccc(C)cc4)c(=O)[nH]3)C2)c1 (stereo not drawn)
 : 3	0	19	-16	22	13	28	7
CC(C)CCN1CCN(Cc2cc(F)ccc2-n2cccn2)CC1CCO (stereo not drawn)
 : 8	-10	9	1	11	-8	4	14
C[C@@H]1CC[C@@]2(O[C@@H](CCO)C[C@H](O)[C@H]2O)O1
 : -6	-9	-21	3	4	9	-5	-5
CCOC(=O)N1CCN(CC(O)COC2CC(C)CCC2C(C)C)CC1 (stereo not drawn)
 : 8	-3	5	1	10	-10	4	8
CCCN(Cc1cc2ccc(C)cc2[nH]c1=O)C(=O)c1ccccn1
 : 5	4	-14	-3	10	-6	3	2
CC1CCN(c2nc3ccc(C(=O)N4CCN(Cc5ccc6c(c5)OCO6)CC4)cc3s2)CC1
 : 7	18	-63	1	13	-125	29	8
COC(=O)C1=C(C)C(c2ccc(OC)cc2OC)NC(=O)N1 (stereo not drawn)
 : -3	-3	0	-15	20	17	4	-7
CC(=O)N1CCN(c2ccccc2NC(=S)NC(=O)c2cc3ccccc3o2)CC1
 : 14	7	10	-1	35	14	24	13
N#C/C(=C\c1ccc(O)c([N+](=O)[O-])c1)C(=O)NCc1ccccc1
 : -25	-4	10	-18	31	10	4	12
Cc1ccc(NC(=O)C2CCCN2C(=O)c2cccs2)cc1C (stereo not drawn)
 : 8	-11	-1	-1	6	-7	-4	-4
COc1ccccc1C(=O)OCC(=O)N1CCC(Cc2ccccc2)CC1
 : 11	2	-2	-3	4	26	17	21
CCC(C)(C)n1nnnc1C(c1ccccc1OC)N1CCSCC1 (stereo not drawn)
 : -1	14	11	3	3	7	-25	3
O=Cc1ccc(N2CCCCC2)cc1
 : 4	-2	0	4	5	16	-4	-1
CC1CN(C(=S)Nc2ccccc2F)CC(C)O1 (stereo not drawn)
 : -6	12	30	-9	-10	-4	0	-7
O=C(COC(=O)c1cc(Cl)nc(Cl)c1)NCc1ccc2c(c1)OCO2
 : -8	-11	1	-7	0	-6	4	4
C=CC[C@H](CC(=O)N[C@H](CO)Cc1ccccc1)C(=O)N[C@@H](COC(=O)[C@@H](CC=C)Cc1ccc(F)cc1)Cc1c[nH]c2ccccc12
 : -16	-5	4	-13	4	-20	14	17
CC1=C(C(=O)Nc2ccccc2)C(c2ccccn2)n2nc(CCCO)nc2N1 (stereo not drawn)
 : -13	-5	9	-10	-4	7	4	-1
C/C(=N/NS(=O)(=O)c1ccc(Br)cc1)c1ccc(NC(=O)c2ccc(C)o2)cc1
 : -22	-1	-8	0	7	-10	5	-7
Cc1ccc(/C=N/NC(=O)CNC(=O)Cc2ccccc2)o1
 : -1	-1	-2	1	-8	1	4	-14
CCc1ccccc1NC(=O)C1CCCN(c2ncccn2)C1 (stereo not drawn)
 : 0	-1	38	5	3	25	-4	-8

# Each structure is followed by: UBC13 inh	Jurkat NFkB inh	Gli-Sufu block	SENP8 block	CCR6 antagonist	697 NFkB inh	Apaf-1 inh	EBI2 block
Cc1ccc(S(=O)(=O)N(CC(=O)N/N=C/c2cccc(Cl)c2)c2cccc3cccnc23)cc1
 : -9	-2	5	-6	-8	4	23	-1
Cc1c(N/C=C/C(=O)C(F)(F)F)c(=O)n(-c2ccccc2)n1C
 : 2	-2	4	1	1	9	-2	0
COc1ccc(CCNC(=O)COC(=O)c2cnccn2)cc1
 : -8	-7	19	-7	-5	-17	5	-2
CCCn1c(Nc2cccc(OC)c2)nc2ccccc21
 : 3	4	-5	8	-6	8	3	4
CN(C(=O)COC(=O)CNC(=O)c1sc2ccccc2c1Cl)c1ccccc1
 : -2	-14	3	2	-8	-9	14	-3
COc1ccc(-c2ccc3c(c2)S(=O)(=O)c2cccc(C(=O)N4CCN(C5CCCCC5)CC4)c2C3=O)cc1OC
 : -8	7	7	4	-7	13	15	-12
O=C(C1CC1)N1CCCN(C(=O)C2CC2)CC1
 : -1	-17	-40	-10	10	-5	5	0
Cc1cccc2sc(NC(=O)c3ccc(Cl)s3)nc12
 : 15	-9	-23	8	20	-56	-1	5
COc1ccccc1CNC(=O)N1CCN(S(=O)(=O)c2ccc(C)cc2)CC1
 : -1	-9	.	-7	6	-9	16	5
Cc1ccc(NC(=O)C/C(N)=N/OC(=O)Nc2cccc(Cl)c2)cc1
 : 15	-11	-5	-8	-17	1	-5	-12
CC(=O)c1ccc(N2Cc3ccccc3C3(CCOCC3)C2=N)cc1
 : 14	-9	1	-1	1	17	-17	-4
COc1ccc(CN2C(=O)CN(C3CCCCCC3)C(=O)C2c2ccc(F)cc2)cc1 (stereo not drawn)
 : -9	10	8	8	11	18	9	16
CC1(C)OC(=O)C(=CNc2ccccn2)C(=O)O1
 : -2	-8	1	-9	22	-19	-3	10
CN(CC(=O)O)S(=O)(=O)c1ccc2[nH]c(=O)c(=O)[nH]c2c1
 : -5	-2	2	-11	0	27	-13	1
CCOc1ccc(/C=N/NC(=O)Cc2ccccc2)cc1CN1CC2CC(C1)c1cccc(=O)n1C2 (stereo not drawn)
 : 10	3	-12	11	-4	8	22	19
CCS(=O)(=O)N1CCC(C(=O)Nc2ccc(C(C)=O)cc2)CC1
 : -6	11	-5	-10	-1	0	-7	5
COc1ccc(-c2[nH]ncc2CNC(C)CCn2cccn2)cc1F (stereo not drawn)
 : -3	-6	-15	-13	-7	-6	-3	-6
Cc1ccc(NN=C2c3ccccc3-c3ccccc32)cc1
 : 6	-42	-2	-9	1	-55	-14	-8
CCOC(=O)N1CCN(C(=O)COC(=O)c2ccc(Cl)nc2)CC1
 : -8	-10	12	-11	0	-14	7	1
CC1(c2nnc(-c3ccccc3)o2)CC(c2ccccc2)=NO1 (stereo not drawn)
 : -2	-30	-14	3	11	6	13	-10
N#C/C(=C(/O)c1cccc(F)c1)c1nc2ccccc2s1
 : -12	-4	-47	77*	10	-112	4	11

# Entries of single compounds, quoted from the list. Order of screens: UBC13 inh	Jurkat NFkB inh	Gli-Sufu block	SENP8 block	CCR6 antagonist	697 NFkB inh	Apaf-1 inh	EBI2 block
# Listed for CCOC(=O)c1[nH]c2ccccc2c1NC(=O)CC(C)C → 4	-17	54	-10	9	-11	11	-4
# Listed for CCOCCOc1cccc(C(=O)NC(C)c2ccc3ccccc3c2)c1 (stereo not drawn) → 7	3	.	-8	17	-7	3	12
# Listed for COc1ccc(-c2ccc3c(c2)S(=O)(=O)c2cccc(C(=O)N4CCN(C5CCCCC5)CC4)c2C3=O)cc1OC → -8	7	7	4	-7	13	15	-12
# Listed for COc1ccc(N2CCN(c3nc(=S)n(-c4ccccc4)c(C)c3C(C)=O)CC2)cc1 → 13	29	4	-3	6	12	2	-5

# A portion of the library; count on the stated rates, not on these rows.
